hIAP activ: increases human intestinal alkaline phosphatase activity. AID 2524. purified human IAP, CDP-Star luminescence, 30 min; active compounds read high; 1 = vehicle-only enzyme, 0 = enzyme-free background. P09923. activation factor at 10 µM. actives 0.16% (n = 330,000);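 active means activation factor of the enzyme at least 2-fold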; further: the source names both 10 and 20 µM as test concentration; values of inactives mirror those of a sister screen read the other way
Target sequence (P09923 whole entry, looked up): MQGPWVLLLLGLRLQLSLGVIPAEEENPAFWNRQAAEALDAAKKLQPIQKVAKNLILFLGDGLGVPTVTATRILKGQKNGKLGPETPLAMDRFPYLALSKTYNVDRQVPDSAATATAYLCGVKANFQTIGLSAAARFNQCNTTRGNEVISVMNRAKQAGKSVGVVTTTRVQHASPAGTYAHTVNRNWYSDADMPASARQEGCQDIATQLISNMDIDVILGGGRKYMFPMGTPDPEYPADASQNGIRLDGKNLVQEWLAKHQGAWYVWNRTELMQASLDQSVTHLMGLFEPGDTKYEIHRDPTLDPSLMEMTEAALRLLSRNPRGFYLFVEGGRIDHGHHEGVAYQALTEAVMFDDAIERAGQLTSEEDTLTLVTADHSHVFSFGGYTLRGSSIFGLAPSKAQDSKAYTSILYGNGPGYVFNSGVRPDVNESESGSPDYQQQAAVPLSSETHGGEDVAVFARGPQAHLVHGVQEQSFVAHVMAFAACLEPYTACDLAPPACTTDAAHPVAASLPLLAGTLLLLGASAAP
PfGluPho inh: PfG6PD (Plasmodium falciparum) enzyme inhibition; PfGluPho enzyme, NADPH resazurin-diaphorase fluorescence; inhibition, % at 20 µM; actives 0.78% (n = 350,000); AID 504690;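 active means inhibition reaching at least a set limit at 20 µM in the primary screen, cut at about 59% in these data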;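 further: 0% = DMSO wells with substrate and 100% = DMSO wells lacking glucose-6-phosphate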
GRIN3A LBD mod: NR3A (human) ligand-binding domain modulation; NR3A LBD differential scanning fluorimetry, Tm shift; 0% = protein alone, 100% = glycine-bound protein; Tm shift relative to glycine control, % at 25 µM; actives 2.5% (n = 340,000); AID 1259313;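 active means melting temperature shift of at least 10% of the positive control shift, at one fixed dose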
MPTP inh: blocks calcium-induced mitochondrial swelling; isolated mouse mitochondria, Ca2+ swelling absorbance, 30 min; inhibition, % at 10 µM; actives 1.4% (n = 360,000); AID 602449;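 active means inhibition of 50% or more, scaled per plate between neutral and stimulator controls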;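 further: 0% = DMSO wells given calcium and 100% = 1 mM EGTA wells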
SENP6 inh: blocks the human protease SENP6; AID 2599; actives 1.8% (n = 330,000); inhibition, % at 10 µM; Recombinant SENP6 catalytic domain, aminoluciferin luminescence;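 active means inhibition above about 50% at the single tested dose, limit read from the data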;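 further: plate controls were DMSO wells with enzyme for no effect and DMSO wells lacking enzyme for full effect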
ATG4B inhibitor: blocks human ATG4B protease cleavage of LC3 substrate; ATG4B cleavage of LC3-PLA2, NBD-HPC fluorescence, 1 h; inhibition, % at 8.33 µM; Q9Y4P1; actives 0.51% (n = 340,000); in the data active means inhibition above about 40%
SENP8 block: SENP8 (human) protease inhibition; Q96LD8; recombinant SENP8, Nedd8 substrate fluorescence; inhibition, % at 20 µM; actives 0.64% (n = 360,000); AID 602440; in the data active means inhibition mostly above about 40%, no sharp cut-off; inactive means mostly below about 27%
SENP1 FRET inh: blocks the human SENP1 SUMO protease catalytic domain; Q9P0U3; recombinant SENP1 catalytic domain, CyPet-SUMO1-YPet FRET cleavage; inhibition, % at 10 µM; actives 0.21% (n = 360,000); AID 624204;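 active means inhibition at least 30% at 10 µM, raw YFP signal under a set limit, fluorescence ratio 0.5 to 1.5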;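 further: 0% = enzyme with DMSO and 100% = no enzyme wells; some results filed as inactive read as strong as hits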
Target sequence (Q9P0U3 419-644 limits assumed): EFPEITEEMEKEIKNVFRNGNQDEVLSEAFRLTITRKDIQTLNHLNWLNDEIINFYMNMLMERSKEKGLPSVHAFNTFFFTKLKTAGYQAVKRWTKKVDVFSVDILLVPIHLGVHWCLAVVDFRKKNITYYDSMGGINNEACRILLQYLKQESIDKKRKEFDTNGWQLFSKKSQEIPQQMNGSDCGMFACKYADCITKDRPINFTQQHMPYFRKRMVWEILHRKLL
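Test system: hSENP1 catalytic domain, recombinant; Amount: 20 pM final SENP1 enzyme; Medium: Tris pH 8 buffer plus EDTA, NaCl, BME, BSA, NP40, catalase; Schedule: 50 min enzyme reaction, room temperature, light-protected; Technique: FRET fluorescence in CFP and YFP emission channels; Controls: no-enzyme wells low, DMSO-plus-enzyme wells high control.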
Active calls of the source: *; . = no result given. Outcome played no part in choosing rows, and some 6.7% of all compounds hit somewhere here.

mol	hIAP activ	PfGluPho inh	GRIN3A LBD mod	MPTP inh	SENP6 inh	ATG4B inhibitor	SENP8 block	SENP1 FRET inh
O=C(CCC1CCCCC1)Nc1ccccc1-c1ccccc1	0.96	-2	1	1.9	-7	53*	3	-1
COc1cccc(C(=O)Nc2nnc(S(=O)(=O)N3CCCCC3)s2)c1	0.93	112*	-4	1.9	0	-5	-161	2
Cc1cccc(C(=O)NC(C(=O)Nc2ccccc2N2CCOCC2)C(C)C)c1 (configuration not stated)	1	-4	-1	-0.2	-8	-5	16	-1
COc1cc(/C=N/Nc2ccnc(=O)[nH]2)ccc1O	1.3	5	1	-0.4	-11	-1	-57	-1
CCOC(=O)c1ccc(NC(=O)C2CC(=O)N(c3ccc4c(c3)OCCO4)C2)cc1 (configuration not stated)	1.1	2	0	0.4	-18	-8	4	1
CCC(C)(C)C(=O)Nc1cccc(Cl)c1C	0.99	10	0	-1.9	-2	-12	10	0
O=C(/C=C/c1ccccc1)N/C(=C\c1ccco1)C(=O)O	1.1	-11	1	-2.6	3	-4	14	2
O=C(c1cccc(Cl)c1)N1CCN(c2ccccn2)CC1	0.9	-1	3	-1.3	-7	-5	12	0
O=C(COc1ccccc1)Nc1ccc(S(=O)(=O)N2CCCCCC2)cc1	1.1	10	-7	3.5	-7	-12	13	2
Cc1ccc(CNS(=O)(=O)c2c(C)[nH]c(C)c2C(=O)N2CCCCC2)cc1	0.77	14	0	0.8	-1	-7	10	-1
COc1ccc([C@@H]2CC=C(C(=O)O)[C@H](c3ccc(Br)cc3)N2S(=O)(=O)c2ccc(C)cc2)cc1OC	0.9	-15	-1	0.0	22	-6	-1	-1
Cc1nc2cc(NC(=O)NCc3ccco3)ccc2o1	1	1	3	-0.6	-7	11	12	0
CC(C)c1nnc(NC(=O)CCC(=O)NCC2CCCO2)s1 (configuration not stated)	0.87	-6	0	-0.2	-6	9	7	-1
COc1ccc(Cl)cc1NC(=O)CSc1nnc(CNC(=O)c2ccco2)o1	0.97	-14	0	-1.0	-9	-3	7	1
COc1ccc(/C=N/NC(=O)c2ccncc2)cc1Cn1nc([N+](=O)[O-])c(Br)c1C	0.77	9	-5	1.8	3	7	-9	1
CC(C)(C)C(=O)c1cn(CC(=O)NCc2ccc3c(c2)OCO3)c2ccccc12	1.2	-8	-6	-2.0	-13	-4	10	1
O=C(O)c1ccc(S(=O)(=O)Cc2ccccc2)cc1	1.1	-8	0	1.1	-24	-3	0	2
COc1cccc(NC(=O)CN(C)C(=O)c2ccc(-c3ccc(Cl)cc3)o2)c1	0.98	3	-4	-0.2	4	-21	-20	1
COCC(C)n1c(C)cc(C(=O)COC(=O)c2oc3ccccc3c2C)c1C (configuration not stated)	1	9	1	-2.7	-11	15	25	0
Cc1nnc(C)c2c(C)n(C(c3ccccc3)c3ccccc3)c(C)c12	0.9	2	-1	10	13	-1	-170	-36
Clc1ccc(-c2nsc(N3CCOCC3)n2)c(Cl)c1	0.96	-2	1	0.9	77*	-3	11	1
O=C(CSc1ccccc1)Nc1ccccc1C(=O)N1CCCC1	1	-9	-1	-0.6	-17	-7	15	2
CCc1sc(N(C(=O)Cc2ccccc2)c2ccccc2)nc1-c1ccccc1	1.1	12	-2	2.2	2	1	9	-1
COCCCNC(=S)N1CCN(C(=O)C(=O)Nc2ccc(C(=O)OC)cc2)CC1	0.91	-1	-2	-0.1	-6	33	27	-1
CC(C)N1CCN(Cc2cccn2-c2cccnc2)CC1CCO (configuration not stated)	1	8	-3	0.1	-5	-6	23	-1
O=c1[nH]c(=S)c2ncn(-c3ccccc3)c2[nH]1	1	7	-4	-1.2	12	1	30	0
CCc1nc(SCc2cccnc2)c2c(=O)n(C)c(=O)n(C)c2n1	0.94	-5	-5	-1.8	2	1	9	3
CCNC(=O)COc1ccc(S(=O)(=O)Nc2ccccc2)cc1	0.99	-15	0	-0.5	-8	2	5	1
CCCOc1ccccc1OCC(=O)Nc1ccc(S(=O)(=O)N2CCCCC2)cc1	1.1	10	-10	1.2	-4	3	2	-1
Cc1ccc(C)c(CS(=O)(=O)c2cn(CC(=O)N3CCCCC3)c3ccccc23)c1	0.78	7	1	2.0	-2	2	7	1
COc1ccc(C2=NN(C(=O)CSC3=NN4CCCC(=O)N=C4S3)C(c3cccc(OC)c3OC)C2)cc1 (configuration not stated)	0.88	-1	7	-2.1	-2	-4	4	1
Cc1c(NC(=O)c2cc(-c3ccc(Cl)c(Cl)c3)on2)c(=O)n(-c2ccccc2)n1C	0.99	-6	-1	-0.6	-10	7	6	-1
C[C@H]1CN([C@@H](C)CO)C(=O)c2cccc(NC(=O)c3cnccn3)c2O[C@@H]1CN(C)C(=O)Nc1ccc2c(c1)OCO2	1	33	-2	0.1	-7	-5	6	0
CC1(C)CC(=O)C2=C(C1)N(Cc1ccccc1)C(=O)C2(O)C(F)(F)F (configuration not stated)	1.2	-21	0	-16	-18	-2	8	-1
CCCCCSc1nc2c(c(=O)[nH]c(=O)n2C)n1CCc1ccccc1	1.2	6	0	1.4	-2	-6	10	4
COc1ccc(/C=C/C(=O)N2c3ccccc3Sc3ccc(C(F)(F)F)cc32)cc1	0.9	-8	4	5.4	-11	-4	9	5
CC1=C(C(=O)OC(C)C)C(c2cccc(F)c2)n2ncnc2N1 (configuration not stated)	0.98	10	0	1.7	0	-8	-1	1
Cc1ccc(C(=O)N/C(=C\c2cn(C)c3ccccc23)C(=O)N2CCOCC2)cc1	1.2	4	-1	1.4	-14	-1	-6	-7
Cc1ccc(OCC(=O)NCCCNC(=O)c2cccnc2)cc1C	1.1	-3	0	1.8	-12	-7	9	0
O=C(/C=C/c1ccccc1)N1CCN(C(=O)c2ccco2)CC1	0.93	-20	2	0.3	3	2	7	1
O=C(Cn1cccc1)NC1CCCCCC1	1	-2	-1	20	-6	-2	9	-1
CCC(C)(C)NC(=O)C(c1cccn1C)N(C(=O)Cn1nnc2ccccc21)c1ccc(OC)cc1 (configuration not stated)	0.91	7	11*	-2.5	-4	3	19	-2
CN(C(=O)c1ccc(NC(=O)Cc2ccc(NC(=O)C3CCCN(C(=O)C4CCCC4)C3)cc2)cc1)C1CCCC1 (configuration not stated)	.	-36	5	0.8	.	-6	13	3
CCn1nc(NC(=O)c2ccccn2)c2cc3cc(C)ccc3nc21	0.97	13	1	0.8	12	3	-423	-19
CCN(CC)C(=O)C1=C(C)N(CCCN2CCCC2=O)C(=O)C(CC(=O)NCCN2CCOCC2)C1 (configuration not stated)	.	-12	.	-0.9	.	.	5	3
CCC(=O)c1ccc(OCC(=O)OCC(=O)NCCC2=CCCCC2)cc1	0.96	10	0	0.3	-19	-8	19	0
CCCCC(=O)NC(c1cccc([N+](=O)[O-])c1)c1c(OC(C)=O)ccc2ccccc12 (configuration not stated)	0.94	18	1	0.1	10	-4	7	0
Cc1c(NS(=O)(=O)c2ccc(N)cc2)c(=O)n(-c2ccccc2)n1C	1.2	11	0	0.4	14	-4	12	2
CCCS(=O)(=O)Nc1c(C(=O)O)[nH]c2ccccc12	0.98	-32	0	0.0	8	-4	-299	-3
CC/C(C)=N\NC(=O)CNC(=O)c1ccc(Cl)cc1Cl	0.94	-13	-1	-1.4	-6	-2	10	2
CC1=CC(=O)OC1Cc1ccncc1 (configuration not stated)	1.2	10	5	-2.8	0	-1	-2	1
O=C(C1CCN(S(=O)(=O)c2cccs2)CC1)N1CCc2ccccc2C1	1.1	44	0	0.6	-13	17	33	-5
Cc1cccc(-n2nc3c(c2NC(=O)c2ccco2)CSC3)c1C	0.93	21	-5	3.9	-5	31	1	-2
O=C(CSc1nc2cc(C(=O)O)ccc2c(=O)n1-c1ccc(F)cc1)Nc1ccc(F)c(F)c1F	1.1	-21	3	-1.2	-4	-6	-7	1
O=C(Cn1nnc(-c2ccc3c(c2)OCO3)n1)N1CCOCC1	0.99	-14	-1	-2.1	0	2	7	1
CS(=O)(=O)c1cccc(C(=O)OCC(=O)NC(=O)Nc2ccccc2F)c1	1.2	11	2	1.4	-8	-4	-8	1
CC1(c2nnc(-c3cccc(Cl)c3)o2)CC(c2ccc(F)cc2)=NO1 (configuration not stated)	1	0	-1	-0.3	-21	2	12	0
CCOC(=O)N1CCC(N2CCN(S(=O)(=O)c3ccc(C)cc3)CC2)CC1	1	-5	-3	0.4	-2	-11	22	1
Cn1c(=O)c2sccc2n2c(CCCC(=O)Nc3ccccc3)nnc12	1.2	13	2	-2.4	20	-7	4	3
CCC12CN(C(=O)c3ccc(C)cc3)CC(CC)(CN(C(=O)c3ccc(C)cc3)C1)C2=O	0.93	6	-2	2.8	-12	-8	13	1

3 of the compounds above, with two lines to a compound:
Value order: hIAP activ	PfGluPho inh	GRIN3A LBD mod	MPTP inh	SENP6 inh	ATG4B inhibitor	SENP8 block	SENP1 FRET inh
- CCCS(=O)(=O)Nc1c(C(=O)O)[nH]c2ccccc12
 : 0.98	-32	0	0.0	8	-4	-299	-3
- CC1=CC(=O)OC1Cc1ccncc1 (configuration not stated)
 : 1.2	10	5	-2.8	0	-1	-2	1
- CS(=O)(=O)c1cccc(C(=O)OCC(=O)NC(=O)Nc2ccccc2F)c1
 : 1.2	11	2	1.4	-8	-4	-8	1

More records:
mol	hIAP activ	PfGluPho inh	GRIN3A LBD mod	MPTP inh	SENP6 inh	ATG4B inhibitor	SENP8 block	SENP1 FRET inh
Cc1ccc(Cl)cc1N(Cc1ccc(C(=O)NCc2cccnc2)cc1)S(=O)(=O)c1ccccc1	0.95	-7	0	-2.6	-7	-7	16	2
CC1CC(C)CN(C(=O)CNC(=O)Cn2ccc3ccccc3c2=O)C1 (configuration not stated)	1.2	-3	-1	1.6	-10	5	-20	-2
CCN(CC)S(=O)(=O)c1cccc(C(=O)NC(C(=O)Nc2nnc(C)s2)C(C)C)c1 (configuration not stated)	1.1	-5	-3	-1.4	0	-9	8	-4
Cc1cc(NC(=O)Cn2nc(-c3cccs3)ccc2=O)cc(C)c1Br	0.8	6	-5	1.5	-13	-4	-47	1
